# DAX1 inh-1 – inhibits human nuclear receptor DAX1; P51843; HEK293 Gal4-DAX1 luciferase reporter, luminescence; inhibition, % at 6.75 µM; 340,000 tested, 0.99% active; AID 504766;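 active = inhibition above the mean over all tested compounds plus 3 SD, cut at about 4.2% in these data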;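 note: 0% = DAX1-transfected cells with DMSO and 100% = empty-vector control cells with DMSO; inhibition shows as a rise in luminescence from relieved DAX1 repression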
# sPLA2-III inh – Blocks human group III sPLA2 activity | QFRET BODIPY PC-A2 liposome hydrolysis, fluorescence | inhibition, % at 12.2 µM | 370,000 tested, 0.56% active;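 active = inhibition above mean plus 3 SD of compounds lying within the high and low control bounds, cut at about 19% in these data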;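 note: 0% = median of test compound wells and 100% = no enzyme DMSO wells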
# Target sequence (Q9NZ20 whole entry, looked up): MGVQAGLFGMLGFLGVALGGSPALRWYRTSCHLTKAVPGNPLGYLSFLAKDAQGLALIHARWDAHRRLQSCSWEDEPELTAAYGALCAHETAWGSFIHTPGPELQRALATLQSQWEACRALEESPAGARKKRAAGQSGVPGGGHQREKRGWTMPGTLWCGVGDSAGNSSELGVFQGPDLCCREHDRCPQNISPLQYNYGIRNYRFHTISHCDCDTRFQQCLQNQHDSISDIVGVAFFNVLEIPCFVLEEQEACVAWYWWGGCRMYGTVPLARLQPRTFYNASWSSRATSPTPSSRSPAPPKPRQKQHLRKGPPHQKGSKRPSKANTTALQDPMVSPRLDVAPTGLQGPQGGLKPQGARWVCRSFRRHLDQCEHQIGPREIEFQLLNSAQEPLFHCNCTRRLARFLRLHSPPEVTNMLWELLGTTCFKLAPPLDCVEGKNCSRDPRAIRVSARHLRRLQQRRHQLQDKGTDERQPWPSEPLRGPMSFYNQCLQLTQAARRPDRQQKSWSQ
# GC-B act – GC-B (human) receptor activation | P20594 | HEK293-GC-B cells, CNP EC30, cGMP TR-FRET; 0% at EC30 CNP, 100% saturating CNP | activation, % at 10 µM | 370,000 tested, 0.11% active;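 active = activation at 10 µM reaching about 35% in either raw or pattern-adjusted values, limit read from the data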
# hgDAF12 agonist – activates the H. glycines DAF-12 receptor ligand-binding domain; HEK293 GAL4-hgDAF12 UAS-luciferase reporter, agonist luminescence; normalized to butyrate control; activation, % at 6.8 µM; 370,000 tested, 1.8% active; AID 687014;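 active = activation above a cutoff set at the mean of all screened compounds plus 3 SD, cut at about 10% in these data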;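 note: 0% = DMSO wells and 100% = sodium butyrate wells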
# GAA850 FXN act – activators of GAA850 frataxin (FXN) promoter; activation, % at 6 µM; HEK293 lucGAA850 FXN promoter luciferase reporter, 24 h; percent of 10 µM SAHA response; 360,000 tested, 0.56% active;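 active = activation above the average of all compounds screened plus 3 SD, cutoff fixed separately per campaign, cut at about 7.5% in these data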;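 note: 0% = DMSO wells and 100% = 10 µM SAHA wells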
# SMARCA2 activ – SMARCA2 function activation, primary screen; MG213 cells, MMTV-luciferase reporter, dexamethasone, overnight; activation, % at 9.1 µM; 370,000 tested, 1% active; AID 652017; in the data active = activation above about 7.8%;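 note: 0% = vehicle wells and 100% = reference activator wells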
# DAX1 inh-2 – DAX1 (NR0B1) inhibition, primary screen; HEK293T StAR-luciferase reporter, SF-1/DAX-1 repression relief; inhibition, % at 6.8 µM; 370,000 tested, 1.1% active; AID 652010;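 active = inhibition above the mean over all tested compounds plus 3 SD, cut at about 3.6% in these data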;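 note: 0% = DAX-1 cells with DMSO and 100% = cells lacking DAX-1 with DMSO; higher inhibition means more luminescence from relief of DAX-1 repression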
# ssDAF-12 act – activates DAF-12 receptor from parasite S. stercoralis; HEK293 ssDAF-12/GRIP1 lit1-tk-luc reporter, luminescence; % of 3 µM dafachronic acid response; activation, % at 6.8 µM; 370,000 tested, 1% active;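 active = activation above the mean over all tested compounds plus 3 SD, cut at about 0.9% in these data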;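 note: 0% = DMSO-only wells and 100% = 3 µM delta7-dafachronic acid wells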
# ADAM10 inh – inhibitors of human ADAM10; O14672; recombinant ADAM10, EDANS/DABCYL FRET peptide cleavage, 3 h; inhibition, % at 7 µM; 370,000 tested, 0.62% active;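 active = inhibition above a per-campaign cutoff equal to the mean of compounds falling between control-based bounds plus 3 SD, cut at about 20% in these data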;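 note: 0% = DMSO wells while the 100% control is not disclosed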
# Target sequence (O14672 214-748 limits assumed): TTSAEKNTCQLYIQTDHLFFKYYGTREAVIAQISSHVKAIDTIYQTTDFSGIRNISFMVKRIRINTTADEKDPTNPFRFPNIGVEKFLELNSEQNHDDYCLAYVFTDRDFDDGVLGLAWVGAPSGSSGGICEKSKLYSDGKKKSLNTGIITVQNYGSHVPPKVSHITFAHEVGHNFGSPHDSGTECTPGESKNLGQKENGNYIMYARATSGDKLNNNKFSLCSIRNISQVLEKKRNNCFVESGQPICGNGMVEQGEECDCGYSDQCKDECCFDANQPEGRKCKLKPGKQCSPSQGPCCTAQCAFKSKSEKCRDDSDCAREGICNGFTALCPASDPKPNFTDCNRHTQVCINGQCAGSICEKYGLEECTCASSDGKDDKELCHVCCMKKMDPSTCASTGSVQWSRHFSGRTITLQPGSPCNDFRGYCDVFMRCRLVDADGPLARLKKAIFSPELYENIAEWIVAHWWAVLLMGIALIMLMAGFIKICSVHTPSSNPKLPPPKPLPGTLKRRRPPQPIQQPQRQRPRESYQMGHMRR
# NPR1 activator – GC-A (human) enzyme activation | P16066 | HEK293 GC-A cells, cGMP TR-FRET, EC30 ANP; 0% at EC30 ANP, 100% saturating ANP | activation, % at 10 µM | 370,000 tested, 0.14% active | AID 1671463; in the data active = activation above about 40%
# hcDAF-12 act – activators of H. contortus DAF-12 nuclear receptor; HEK293 hcDAF-12 lit1-tk-luc reporter, luminescence; 0% DMSO, 100% Δ7-dafachronic acid; activation, % at 6.8 µM; 370,000 tested, 1.4% active; AID 652067;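 active = activation above the mean of all tested compounds plus 3 SD, cut at about 5.5% in these data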;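 note: 100% = response to 3 µM Δ7-dafachronic acid high control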
# Numbers without * were called inactive; x = no result given. This is a random part of the collection; about 6.6% have a hit in one of these screens.
# Sample of the layout:
(1) CCc1nc(SCC(=O)Nc2ccc(N(CC)CC)cc2)n[nH]1
(2) CC(C)N1C(=O)C(=O)N(CC(=O)N2c3ccccc3NC(=O)CC2C)C1=O (centres undefined)
(3) CC(CCc1ccccc1)NC(=O)COC(=O)c1ccc(S(C)(=O)=O)c([N+](=O)[O-])c1 (centres undefined)
(4) O=C(c1ccc(Cl)c(S(=O)(=O)N2CCCCCC2)c1)N1CCN(c2ccccn2)CC1
(5) CN1C=Nc2c(ncn2C2CCC(CO)O2)C1O (centres undefined)

entry no.	1	2	3	4	5
DAX1 inh-1	-1.0	1.5	-1.4	-2.6	x
sPLA2-III inh	2	8	-3	-7	3
GC-B act	2	0	-7	3	0
hgDAF12 agonist	-0.4	1.1	-0.1	-7.9	-1.5
GAA850 FXN act	0.4	2.3	3.5	-2.5	x
SMARCA2 activ	2	0	0	-5	3
DAX1 inh-2	-1.0	-0.2	-0.4	-3.2	-1.0
ssDAF-12 act	-1.0	-1.3	-1.1	-3.0	-0.2
ADAM10 inh	-11	-8	-2	-5	7
NPR1 activator	-2	4	-24	3	-2
hcDAF-12 act	-1.3	-1.0	-0.3	-4.3	-0.2

# The whole of this part, repeating the preview:
(1) CCc1nc(SCC(=O)Nc2ccc(N(CC)CC)cc2)n[nH]1
(2) CC(C)N1C(=O)C(=O)N(CC(=O)N2c3ccccc3NC(=O)CC2C)C1=O (centres undefined)
(3) CC(CCc1ccccc1)NC(=O)COC(=O)c1ccc(S(C)(=O)=O)c([N+](=O)[O-])c1 (centres undefined)
(4) O=C(c1ccc(Cl)c(S(=O)(=O)N2CCCCCC2)c1)N1CCN(c2ccccn2)CC1
(5) CN1C=Nc2c(ncn2C2CCC(CO)O2)C1O (centres undefined)
(6) Cc1nn(CC(=O)O)c2ccccc12

entry no.	1	2	3	4	5	6
DAX1 inh-1	-1.0	1.5	-1.4	-2.6	x	2.6
sPLA2-III inh	2	8	-3	-7	3	4
GC-B act	2	0	-7	3	0	-2
hgDAF12 agonist	-0.4	1.1	-0.1	-7.9	-1.5	-0.2
GAA850 FXN act	0.4	2.3	3.5	-2.5	x	2.9
SMARCA2 activ	2	0	0	-5	3	1
DAX1 inh-2	-1.0	-0.2	-0.4	-3.2	-1.0	-0.1
ssDAF-12 act	-1.0	-1.3	-1.1	-3.0	-0.2	-1.2
ADAM10 inh	-11	-8	-2	-5	7	-3
NPR1 activator	-2	4	-24	3	-2	-1
hcDAF-12 act	-1.3	-1.0	-0.3	-4.3	-0.2	-0.9

# Rewritten with bars between the fields: three of the compounds above.
entry | Structure | DAX1 inh-1 | sPLA2-III inh | GC-B act | hgDAF12 agonist | GAA850 FXN act | SMARCA2 activ | DAX1 inh-2 | ssDAF-12 act | ADAM10 inh | NPR1 activator | hcDAF-12 act
3 | CC(CCc1ccccc1)NC(=O)COC(=O)c1ccc(S(C)(=O)=O)c([N+](=O)[O-])c1 (centres undefined) | -1.4 | -3 | -7 | -0.1 | 3.5 | 0 | -0.4 | -1.1 | -2 | -24 | -0.3
4 | O=C(c1ccc(Cl)c(S(=O)(=O)N2CCCCCC2)c1)N1CCN(c2ccccn2)CC1 | -2.6 | -7 | 3 | -7.9 | -2.5 | -5 | -3.2 | -3.0 | -5 | 3 | -4.3
5 | CN1C=Nc2c(ncn2C2CCC(CO)O2)C1O (centres undefined) | x | 3 | 0 | -1.5 | x | 3 | -1.0 | -0.2 | 7 | -2 | -0.2

# More compounds follow.
(7) CCCOc1ccc(F)cc1-c1cc(C(=O)NCc2ccco2)[nH]n1
(8) CCOCC(=O)Nc1nc(C)cc(C)n1
(9) O=[N+]([O-])c1ccc(C2=NCCO2)cc1
(10) Cc1cccc(C(=O)NC(=S)N2CCN(C)CC2)c1
(11) Cn1ccc2c(-c3ccc(F)cc3)cc3c(c21)C1CCC3C1 (centres undefined)
(12) O=C(NC1CCCCC1)Oc1ccccc1

entry no.	7	8	9	10	11	12
DAX1 inh-1	x	-0.5	-1.0	0.6	x	6.9*
sPLA2-III inh	-17	3	7	5	2	2
GC-B act	4	6	0	1	-2	1
hgDAF12 agonist	3.0	0.6	2.1	1.2	-2.5	1.6
GAA850 FXN act	2.5	1.8	0.0	1.4	x	-0.5
SMARCA2 activ	-1	-3	1	1	-1	-2
DAX1 inh-2	-1.7	0.3	-0.4	-0.1	-1.3	-0.1
ssDAF-12 act	-0.9	-1.2	-1.1	-1.6	-1.0	-0.7
ADAM10 inh	0	2	10	-5	-7	-1
NPR1 activator	8	4	6	1	-5	-1
hcDAF-12 act	-2.8	1.2	0.7	-0.1	-2.7	2.6

(13) N/C(=N\OC(=O)c1ccccc1)C(Cc1ccccc1)C(=O)NOC(=O)c1ccccc1 (centres undefined)
(14) CSc1nc(-c2ccco2)nn1C(=O)c1ccccc1Cl
(15) Cc1nc(Cl)sc1C(=O)Nc1ccc(F)cc1
(16) CCN(CC(=O)Nc1sc2c(c1C#N)CCC(C)C2)Cc1nc2ccccc2c(=O)[nH]1 (centres undefined)
(17) Cc1cc(Cl)ccc1NC(=S)NCCCO
(18) Cc1ccccc1OCC(=O)Nc1ccncc1

entry no.	13	14	15	16	17	18
DAX1 inh-1	2.4	-1.4	1.2	0.1	0.1	-1.4
sPLA2-III inh	-1	-3	0	5	-6	-1
GC-B act	1	11	5	-2	0	-2
hgDAF12 agonist	2.2	-1.1	-0.6	-0.5	1.5	-3.4
GAA850 FXN act	-0.6	0.9	0.6	0.5	0.9	1.4
SMARCA2 activ	-1	-1	1	3	-3	-3
DAX1 inh-2	-1.3	0.0	0.1	-0.5	0.1	-1.3
ssDAF-12 act	-0.5	-0.4	-0.5	-1.4	-0.5	-2.1
ADAM10 inh	-5	2	5	3	5	-1
NPR1 activator	-2	17	5	-3	-3	5
hcDAF-12 act	1.0	-0.1	0.0	-1.0	5.1	-3.0

(19) CN(CCc1ccccc1)C(=O)c1cccc(NC(=O)Cc2cccc(NC(=O)C3CCN(C(=O)c4ccccc4)CC3)c2)c1
(20) Oc1ccccc1N1CCN(C(=S)Nc2ccc(SC(F)F)cc2)CC1
(21) Cc1ccc(OCC(=O)n2nc(C)cc2C)c(C)c1
(22) COc1ccc(C(=O)Nc2ccc(Cl)cc2C(=O)N2CCCC(C)C2)cc1OC (centres undefined)
(23) CC(=O)NC1CCCCN(C(C)C)C1=O (centres undefined)
(24) O=C(Nc1nnc([C@H]2C[C@H](O)[C@@H](CO)O2)s1)C(c1ccccc1)c1ccccc1

entry no.	19	20	21	22	23	24
DAX1 inh-1	0.7	0.8	-0.7	-1.5	x	x
sPLA2-III inh	-20	7	-3	-6	0	2
GC-B act	1	6	2	3	8	1
hgDAF12 agonist	-0.6	-1.1	0.5	-3.0	0.4	-1.7
GAA850 FXN act	-1.4	2.3	0.7	-0.7	x	-0.3
SMARCA2 activ	-1	-5	-2	1	-2	-5
DAX1 inh-2	-0.7	-0.2	-0.3	0.5	0.7	-0.4
ssDAF-12 act	-0.6	-0.8	0.2	-2.2	-1.0	-0.7
ADAM10 inh	-6	1	1	6	-2	-17
NPR1 activator	2	8	-3	-4	6	-1
hcDAF-12 act	-1.2	-1.2	0.3	-3.3	2.2	-0.3

(25) CC(=O)c1nnn(-c2cccc([N+](=O)[O-])c2)c1C
(26) COc1ccc(-c2cn3cccc(C)c3n2)cc1F
(27) COc1cc(C(=O)Oc2ccccc2/C=N/NC(=O)c2ccc(C)cc2)cc(OC)c1OC
(28) Cc1cccc(C(C)C)c1NC(=O)COC(=O)COc1ccc2c(C)cc(=O)oc2c1
(29) CC(=O)Nc1ccc(NC(=O)CCCN2C(=O)c3ccccc3C2=O)cc1
(30) CCOC(=O)CSc1nnc(COc2ccc3ccccc3c2)o1

entry no.	25	26	27	28	29	30
DAX1 inh-1	-0.1	1.6	0.9	-0.7	-0.3	2.1
sPLA2-III inh	2	-3	0	5	-1	-23
GC-B act	0	-2	-2	-4	3	-8
hgDAF12 agonist	-1.0	18*	6.5	1.8	2.8	0.2
GAA850 FXN act	-1.0	6.5	-3.7	2.6	-0.4	-0.3
SMARCA2 activ	-4	7	5	3	-1	4
DAX1 inh-2	-1.4	5.0*	1.6	-0.6	-0.2	-0.1
ssDAF-12 act	0.3	1.0*	-0.2	-1.1	-1.3	-0.2
ADAM10 inh	-10	-111	-3	-212	-1	5
NPR1 activator	1	-2	-3	-9	-4	7
hcDAF-12 act	-1.2	7.9*	3.4	1.6	-1.9	-0.7

(31) O=C(CSc1nnc(COc2ccccc2F)n1-c1ccccc1)NCc1ccco1
(32) Cc1ccccc1NC(=S)NCC(c1cccnc1)N1CCOCC1 (centres undefined)
(33) COc1ccc(NC(=O)CN2CCN(c3ccc(F)cc3)CC2)cc1Cl
(34) N=c1oc2ccccc2cc1-c1nc2ccccc2c(=O)[nH]1
(35) C[C@@H]1CN([C@H](C)CO)C(=O)c2c(c3ccccc3n2C)-c2ccccc2CO[C@H]1CN(C)Cc1ccc(C(F)(F)F)cc1
(36) COc1ccc(NC(=O)C2=CC(c3ccc(C)cc3)=NS(=O)(=O)N2C)cc1OC

entry no.	31	32	33	34	35	36
DAX1 inh-1	0.0	0.9	1.4	-0.2	1.2	0.9
sPLA2-III inh	-8	0	-9	-1	-20	-10
GC-B act	-9	-2	2	-6	-1	-7
hgDAF12 agonist	0.8	-0.7	0.0	1.2	-2.2	-2.4
GAA850 FXN act	0.1	1.4	0.3	-0.9	-1.1	-1.8
SMARCA2 activ	0	2	-1	1	2	-2
DAX1 inh-2	-0.3	-0.4	-1.2	1.7	-1.1	-2.0
ssDAF-12 act	-0.6	-1.5	-1.2	0.5	-1.4	-1.0
ADAM10 inh	9	-6	-1	-27	20	17
NPR1 activator	-10	0	-2	-4	-1	0
hcDAF-12 act	-1.4	-0.7	0.6	8.3*	-1.3	-0.5

(37) O=c1cc(-c2ccccc2)[nH]n2cnnc12
(38) CC(=O)N1CCN(Cc2nc3cc(NS(C)(=O)=O)ccc3n2C)CC1
(39) CCOC(=O)CCNCc1ccc(F)cc1
(40) CCOC(=O)N1N=C(CC)CC1(O)C(F)(F)F (centres undefined)
(41) COc1ccc(C(=O)N2CCc3cc(OC)c(OC)cc3C2c2cccc([N+](=O)[O-])c2)cc1OC (centres undefined)

entry no.	37	38	39	40	41
DAX1 inh-1	0.5	0.1	-0.5	1.0	2.1
sPLA2-III inh	-1	-3	1	4	1
GC-B act	2	3	-1	-4	5
hgDAF12 agonist	0.9	-1.3	-1.2	1.6	-0.7
GAA850 FXN act	0.3	-2.2	0.2	-1.1	-1.5
SMARCA2 activ	-2	2	2	2	1
DAX1 inh-2	-0.2	1.1	1.4	0.5	-0.3
ssDAF-12 act	-0.7	-1.0	-1.7	-0.5	-1.5
ADAM10 inh	-8	4	5	4	-2
NPR1 activator	-3	4	2	1	-1
hcDAF-12 act	-0.3	-0.1	-0.9	-0.4	0.9

# Screens from PubChem BioAssay.
